Granule exo inh – lytic granule exocytosis inhibition; TALL-104 LAMP-1 surface exposure, flow cytometry; cells stimulated with thapsigargin and PMA; inhibition, % at 10 µM; actives 0.66% (n = 360,000);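 active = inhibition above about 55%, limit read from the data; inconclusive = no clear call, values can overlap the other calls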
ABCB6 inh 2 – human ABCB6 transporter inhibition. actives 0.19% (n = 360,000). K562-ABCB6 porphyrin accumulation, flow cytometry, 1 h; stronger effect = lower value. fluorescence ratio to DMSO, % at 10 µM. Q9NP58;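 active = fluorescence ratio to DMSO below 75%, the collection mean minus 3 SD; inconclusive = too few cells collected in the well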;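 note: signal is porphyrin accumulated inside mitochondria; 100% equals median channel fluorescence of DMSO control wells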
Target sequence (Q9NP58 whole entry, looked up): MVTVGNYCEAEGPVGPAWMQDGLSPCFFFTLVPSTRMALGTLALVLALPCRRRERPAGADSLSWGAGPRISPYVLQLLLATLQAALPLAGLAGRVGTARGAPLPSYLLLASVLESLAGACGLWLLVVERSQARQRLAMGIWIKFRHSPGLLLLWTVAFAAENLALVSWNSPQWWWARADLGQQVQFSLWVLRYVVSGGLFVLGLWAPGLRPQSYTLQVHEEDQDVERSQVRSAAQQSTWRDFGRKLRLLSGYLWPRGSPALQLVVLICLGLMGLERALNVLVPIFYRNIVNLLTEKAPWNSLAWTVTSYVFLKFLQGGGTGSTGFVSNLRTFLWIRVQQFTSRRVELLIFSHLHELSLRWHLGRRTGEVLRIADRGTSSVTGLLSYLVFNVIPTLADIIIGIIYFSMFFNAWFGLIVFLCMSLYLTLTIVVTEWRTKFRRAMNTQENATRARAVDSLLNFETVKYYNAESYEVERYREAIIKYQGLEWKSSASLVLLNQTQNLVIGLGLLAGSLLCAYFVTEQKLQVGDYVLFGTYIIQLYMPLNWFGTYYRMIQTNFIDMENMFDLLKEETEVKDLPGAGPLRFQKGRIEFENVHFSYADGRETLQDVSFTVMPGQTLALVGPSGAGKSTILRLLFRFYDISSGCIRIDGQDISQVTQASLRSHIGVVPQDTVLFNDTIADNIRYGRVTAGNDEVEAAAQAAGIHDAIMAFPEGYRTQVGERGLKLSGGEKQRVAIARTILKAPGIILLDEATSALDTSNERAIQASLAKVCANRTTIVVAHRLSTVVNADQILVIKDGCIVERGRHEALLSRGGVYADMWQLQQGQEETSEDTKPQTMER
MC4R barr agon – activates human MC4R beta-arrestin recruitment; P32245; U2OS MC4R beta-arrestin complementation, luminescence; percent of melanotan II response, DMSO zero; activation, % at 8.9 µM; actives 0.98% (n = 360,000); AID 540308;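 active = activation above a per-plate cutoff, the mean activation of sample wells on that plate plus 3 SD, cut at about 8% in these data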
NOD2 RIPK2 PPI – NOD2-RIPK2 protein interaction inhibition; O43353; CHO BLA complementation NOD2-RIPK2, CCF4 ratio; inhibition, % at 4.98 µM; actives 0.38% (n = 360,000); in the data active = inhibition above about 21%;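 note: 0% = vehicle only and 100% = reference blocker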
TLR9-MyD88 block – TLR9-MyD88 interaction inhibition | Q9NR96+Q99836 | CHO BLA complementation TLR9-MyD88, CCF4 FRET ratio | inhibition, % at 4.98 µM | actives 0.21% (n = 340,000) | AID 504734;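 active = inhibition above the mean over all tested compounds plus 3 SD, cut at about 21% in these data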;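 note: 0% = DMSO only wells and 100% = clavulanate BLA inhibitor control wells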
MC4R antagonist – blocks human MC4R cAMP signaling; inhibition, % at 6.5 µM; actives 0.48% (n = 360,000); MC4R-expressing cells, MTII-stimulated cAMP, LANCE TR-FRET; AID 540295;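 active = inhibition above its plate's cutoff, the mean of tested wells on that plate plus 3 SD, cut at about 29% in these data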;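 note: 0% = Melanotan II alone and 100% = Melanotan II plus saturating MCL0020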
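Assay system: U2OS-MC4R stable cell line; Also added: Melanotan II; Technique: Eu-cAMP/anti-cAMP TR-FRET, emission 671 nm; Times: 30-min compound, 1-h challenge, 1-h detection, room temperature.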
ABHD5-PLIN5 inh – blocks binding of human ABHD5 to perilipin-5; Q00G26+Q8WTS1; Split G. princeps luciferase complementation, luminescence, 4 h; inhibition, % at 4 µM; actives 0.78% (n = 360,000);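 active = inhibition above the mean inhibition across every tested compound plus 3 SD, cut at about 22% in these data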;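 note: 0% = DMSO only wells and the 100% control is not disclosed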
Glyco luc inh – blocks N-linked glycosylation in D54 reporter cells. actives 0.23% (n = 360,000). D54 ERlucT glycosylation luciferase reporter, 24 h; percent of 100 nM tunicamycin response. AID 588692. reporter increase, % at 12.5 µM;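 active = mean luciferase reporter signal, scaled so untreated is 0 and the glycosylation-blocking control 100, at or above a set limit in every replicate; inconclusive = mean reaches the limit but not every replicate does; inactive = mean below the limit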;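 note: luciferase carries N-glycosylation sites so blocking glycosylation raises the light; 0% = median of neutral control wells and 100% = median of 100 nM tunicamycin wells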
aDG glyco up – alpha-DG glycosylation activation. Pro5-aDG cells, alpha-DG glycosylation AlphaScreen (IIH6); 0% Pro5, 100% B10-LARGE cell signal. activation, % at 10 µM. actives 0.22% (n = 360,000);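 active = activation of at least 8% versus controls, or a plate z-score of at least 8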;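 note: Pro5 are CHO cells carrying HIG-tagged alpha-DG that lacks glycosylation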
Vif inh – HIV Vif inhibition; inhibition, % at 7.49 µM; AID 602346; HEK293T cells, Vif self-association by quenched fluorescence, imaging, 24 h; actives 0.35% (n = 340,000); in the data active = inhibition above about 50%, passing the limit was not always enough; inconclusive = no clear call, values can overlap the other calls; inactive = below about 31%; note: some results filed as inactive read as strong as hits
The depositor's hits bear a star; ? = inconclusive; / = no result given. This is a subset; the hit share may differ from the screen's.

No.	structure	TLR9-MyD88 block	Glyco luc inh	ABCB6 inh 2	NOD2 RIPK2 PPI	MC4R barr agon
1	O=C1CCCN1CCCNC(=S)Nc1ccc(Nc2ccccc2)cc1	-11	0	99	1	-3.2
2	COC(=O)c1ccc(NC(=O)CSCc2ccccc2)cc1	5	0	189	-2	-0.3
3	COc1ccc(O)c(/C=N/NC(=O)CN2CCS(=O)(=O)CC2)c1	1	2	102	4	-2.6
4	CCOc1ccc(/C=N/NC(=O)CNC(=O)c2ccc(S(=O)(=O)N3CCOCC3)cc2)cc1	0	-4	105	-16	-4.2
5	COc1cccc(CNC(=O)c2ccc(OCC(=O)N3CCOCC3)c(OC)c2)c1	-2	2	83	11	0.0
6	CC(C)C(NS(=O)(=O)c1cccs1)C(=O)Nc1nc(C(C)(C)C)cs1 (configuration not stated)	-3	-4	96	2	1.2
7	CCOc1cccc(/C=N/NC(=S)Nc2ccccc2[N+](=O)[O-])c1O	2	-20	103	-3	-0.4
8	COC(=O)c1c(O)cc(C(C)(C)C)n(-c2ccccc2)c1=O	2	3	104	-5	-1.9
9	CCOC(=O)c1cc(C#N)c(N2CCN(C(=O)c3cccc(C(F)(F)F)c3)CC2)nc1C(F)(F)F	11	-4	100	-5	-0.1
10	CC(=O)c1sc(NC(=O)c2ccc(Br)o2)nc1C	-7	-1	97	-7	-3.4
11	COc1ccc(CNC(=S)N/N=C(\C)c2ccc(OC)cc2)cc1	4	0	103	4	1.3
12	OC(COCc1ccc(Cl)cc1)CN1CCN(c2ccccn2)CC1 (configuration not stated)	-16	1	89	-7	1.1
13	COC(=O)c1sc2nc(C)cc(-c3ccccc3)c2c1N	-2	2	97	0	-1.3
14	C=CCNC(=O)c1nn2cccnc2c1Cl	-2	-2	99	6	-1.3
15	CN(Cc1ccccc1)C(=O)CCCn1c(=O)c2cccn2c2cccnc21	-4	-2	93	-9	-0.9

No.	Granule exo inh	ABHD5-PLIN5 inh	MC4R antagonist	aDG glyco up	Vif inh
1	4	-3	3	0.0	-10
2	18	-10	3	0.1	/
3	-1	1	-11	-0.2	-8
4	0	3	3	-0.1	-1
5	-1	1	8	-0.3	11
6	-2	-3	12	0.1	-3
7	-3	-11	5	0.1	3
8	1	-4	-3	-0.1	0
9	-6	4	10	0.6	-22
10	5	4	2	-0.4	4
11	8	18	1	-0.2	-1
12	4	6	3	0.1	?
13	-1	-12	8	0.3	1
14	1	14	10	0.1	/
15	-1	-5	-6	-0.2	5

Later entries.
No.	structure	TLR9-MyD88 block	Glyco luc inh	ABCB6 inh 2	NOD2 RIPK2 PPI	MC4R barr agon
16	O=C(c1cccnc1NCc1ccc(F)cc1)N1CCOCC1	10	3	193	-15	0.5
17	CCOc1ccc(NC2C=CS(=O)(=O)C2)cc1 (configuration not stated)	0	3	106	-2	-1.3
18	CCc1ccc(CNC(=O)C2CC(=O)N(CCc3ccc(C)cc3)C2)cc1 (configuration not stated)	-4	-1	99	1	-0.6
19	O=C(CN1CCN(Cc2ccccc2Cl)C1=O)N1CCCCCC1	-8	-2	91	-16	-0.7
20	O=C(NCc1cccs1)C1CCCN1C(=O)NC1CCCCC1 (configuration not stated)	-4	1	98	7	-0.8
21	Nc1c(C(=O)N/N=C/c2ccc(F)cc2)oc2nc(-c3ccccc3)cc(-c3ccco3)c12	-1	-3	114	-1	2.4
22	N#C/C(=C\c1ccccc1)C(=O)OCC(=O)N1CCCC1	8	0	100	9	-3.8
23	COc1cccc(NC(=O)Cn2cc3c(n2)CCCCC3)c1	-11	0	96	2	-1.7
24	CC(C)NC(=S)NC1(C)CCS(=O)(=O)C1 (configuration not stated)	-16	1	103	-5	0.9
25	Cc1ccc(Oc2ccc(Cl)cc2N)cc1	-9	-1	94	-6	2.0
26	Cn1c(C(=O)N2CCN(C(=O)c3ccco3)CC2)cc2c(=O)n3ccccc3nc21	1	1	94	-4	0.1
27	CC(C)CN1C(=O)CSCC1(C)C(=O)Nc1ccc2c(c1)OCCO2 (configuration not stated)	/	/	/	-17	/
28	COc1ccc(-c2n[nH]c(=S)n2/N=C/C=C/c2ccccc2OC)cc1	-2	1	97	-5	11*
29	CCN(CC)S(=O)(=O)c1ccc(-c2cn3cc(Cl)ccc3n2)cc1	7	6	102	4	0.9
30	COc1ccc(Br)c(C(=O)Nc2ccc(F)cc2)c1	2	0	92	-2	-1.8

No.	Granule exo inh	ABHD5-PLIN5 inh	MC4R antagonist	aDG glyco up	Vif inh
16	0	8	1	-0.1	/
17	1	5	1	0.0	-1
18	1	-3	9	0.0	-3
19	7	3	2	0.5	3
20	-2	-1	15	-0.2	-4
21	-3	-6	-4	0.0	3
22	-5	-6	4	-0.2	-2
23	1	1	1	0.1	9
24	-5	7	1	-0.1	-4
25	17	-11	6	-0.5	-2
26	-1	1	3	-0.1	-4
27	-6	-5	/	-0.1	/
28	-2	7	-4	-0.1	-10
29	13	-1	-15	0.0	13
30	-8	-1	5	0.2	-3

Arranged by the number under Granule exo inh (falling): some entries from above
No.	structure	TLR9-MyD88 block	Glyco luc inh	ABCB6 inh 2	NOD2 RIPK2 PPI	MC4R barr agon
20	O=C(NCc1cccs1)C1CCCN1C(=O)NC1CCCCC1 (configuration not stated)	-4	1	98	7	-0.8
22	N#C/C(=C\c1ccccc1)C(=O)OCC(=O)N1CCCC1	8	0	100	9	-3.8
27	CC(C)CN1C(=O)CSCC1(C)C(=O)Nc1ccc2c(c1)OCCO2 (configuration not stated)	/	/	/	-17	/

No.	Granule exo inh	ABHD5-PLIN5 inh	MC4R antagonist	aDG glyco up	Vif inh
20	-2	-1	15	-0.2	-4
22	-5	-6	4	-0.2	-2
27	-6	-5	/	-0.1	/

Structures shown so far containing a tert-butyl group, in the order listed:
No.	structure	TLR9-MyD88 block	Glyco luc inh	ABCB6 inh 2	NOD2 RIPK2 PPI	MC4R barr agon
6	CC(C)C(NS(=O)(=O)c1cccs1)C(=O)Nc1nc(C(C)(C)C)cs1 (configuration not stated)	-3	-4	96	2	1.2
8	COC(=O)c1c(O)cc(C(C)(C)C)n(-c2ccccc2)c1=O	2	3	104	-5	-1.9

No.	Granule exo inh	ABHD5-PLIN5 inh	MC4R antagonist	aDG glyco up	Vif inh
6	-2	-3	12	0.1	-3
8	1	-4	-3	-0.1	0

The list goes on:
No.	structure	TLR9-MyD88 block	Glyco luc inh	ABCB6 inh 2	NOD2 RIPK2 PPI	MC4R barr agon
31	CCOc1ccc(NC(=O)CN(C)C(=O)CSCc2cccc(C)c2)cc1OCC	-8	0	96	-4	-1.3
32	CCOc1ccc(NC(=O)NCCCCc2ccccc2)cc1	-8	0	105	9	9.0*
33	O=C(CN1C(=O)C2CC=CCC2C1=O)NC1CCCc2ccccc21 (configuration not stated)	-8	1	101	-7	-0.3
34	CC(C)CN(C(=O)C1CCCCC1)C1CCS(=O)(=O)C1 (configuration not stated)	-10	-2	101	4	-3.7
35	Cc1ccc(S(=O)(=O)c2nc(-c3ccccc3)oc2N2CCC(C(N)=O)CC2)cc1	5	1	102	1	-2.0
36	COc1ccc(-c2cc(=O)oc3cc(OCC(=O)NCC4CCC(C(=O)O)CC4)ccc23)cc1 (configuration not stated)	-12	-1	97	-10	-2.0
37	CCCn1cnnc1CNC(=O)[C@H]1O[C@@H](n2ccc(N)nc2=O)[C@H](O)[C@@H]1O	/	/	97	-1	/
38	O=S(=O)(NCC(c1ccco1)N1CCN(c2ccccc2F)CC1)c1ccc2c(c1)OCCO2 (configuration not stated)	11	-5	101	-3	-1.0
39	COc1ccc(COC(=O)CN2C(=O)NC3(CCCC3)C2=O)cc1F	10	1	95	-7	1.6
40	CN(C)CCN(C(=O)c1cccc(Cl)c1)c1nc2c(Cl)cccc2s1	1	7	98	2	-1.8
41	O=S(=O)(Cc1ccccc1)Nc1cccc(Br)c1	11	0	98	-1	2.1
42	O=C(CSc1nc2c(cnn2-c2ccccc2)c(=O)[nH]1)N1CCOCC1	-3	2	86	9	-1.7
43	Cc1ccc(S(=O)(=O)N2CCN(C(=O)c3ccc(Cl)nc3)CC2)cc1	-4	1	97	-6	-1.0
44	CN1CCN(C(=S)NC(=O)c2ccc(Cl)cc2)CC1	-14	-1	107	-1	-1.1
45	O=C(Cn1ccn(-c2ccc(F)c(Cl)c2)c(=O)c1=O)NCCc1ccccc1	6	1	101	-15	-0.1

No.	Granule exo inh	ABHD5-PLIN5 inh	MC4R antagonist	aDG glyco up	Vif inh
31	-4	3	9	-0.3	-1
32	-1	-4	-1	-0.2	-9
33	0	-10	-3	-0.2	-5
34	0	-5	-2	0.5	3
35	-2	2	-1	-0.4	8
36	-3	3	-2	0.3	-1
37	-3	-4	/	-0.2	/
38	-1	-8	-1	0.0	/
39	2	-5	-2	-0.4	3
40	7	2	2	0.1	-1
41	-17	-2	9	0.1	-19
42	4	-5	3	-0.3	14
43	-2	-4	11	0.1	4
44	1	-4	7	0.7	17
45	-5	-8	1	0.0	14

(more compounds)
No.	structure	TLR9-MyD88 block	Glyco luc inh	ABCB6 inh 2	NOD2 RIPK2 PPI	MC4R barr agon
46	COc1cccc(SCc2noc(C(=O)NC(C)C)c2C(=O)NC(C)C)c1	0	3	105	4	-1.2
47	COc1cccc(Cn2cnc3c(NS(=O)(=O)c4ccc(Cl)cc4)c(C)c(C)cc32)c1	4	-7	97	-3	6.7
48	CCCc1nnc(SCc2ccc(OC)cc2)n1N	-3	0	103	-8	0.0
49	CN(C)/C=C/C(=O)c1ccc2noc(-c3ccc(F)cc3)c2c1	2	-5	101	7	-1.2
50	CCC(C)(C)NC(=O)C(c1ccc(O)cc1)N(Cc1ccco1)C(=O)CCC(=O)Nc1ccccn1 (configuration not stated)	-2	0	101	-1	0.8
51	COCCN1CCn2c(nc3cc([N+](=O)[O-])ccc32)C1	4	2	97	1	1.0
52	Cc1ccc(-c2csc(NC(=O)c3cccc([N+](=O)[O-])c3)n2)cc1	-7	-2	85	-8	18*

No.	Granule exo inh	ABHD5-PLIN5 inh	MC4R antagonist	aDG glyco up	Vif inh
46	0	2	0	0.5	24
47	2	0	14	1.5	-2
48	-1	-4	-1	-0.2	-1
49	-3	1	-7	-0.1	-7
50	0	-1	23	0.0	-5
51	-2	1	26	0.1	4
52	0	2	2	0.0	1
